Screens deposited in PubChem by Sanford-Burnham Center for Chemical Genomics.
PfGluPho inh: PfG6PD (Plasmodium falciparum) enzyme inhibition. PfGluPho enzyme, NADPH resazurin-diaphorase fluorescence. inhibition, % at 20 µM. hit rate 0.78% among 350,000. AID 504690;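 active = inhibition reaching at least a set limit at 20 µM in the primary screen, cut at about 59% in these data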;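 also: 0% = DMSO wells with substrate and 100% = DMSO wells lacking glucose-6-phosphate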
SENP6 inh: blocks the human protease SENP6; Recombinant SENP6 catalytic domain, aminoluciferin luminescence; inhibition, % at 10 µM; hit rate 1.8% among 330,000;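 active = inhibition above about 50% at the single tested dose, limit read from the data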;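 also: plate controls were DMSO wells with enzyme for no effect and DMSO wells lacking enzyme for full effect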
MPTP block: inhibitors of mitochondrial permeability transition pore | isolated mouse mitochondria, Ca2+ swelling absorbance, 30 min | inhibition, % at 10 µM | hit rate 1.4% among 360,000;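 active = inhibition of 50% or more, scaled per plate between neutral and stimulator controls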;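 also: 0% = DMSO wells given calcium and 100% = 1 mM EGTA wells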
GRIN3A LBD mod: modulators (binders) of human NR3A ligand-binding domain; NR3A LBD differential scanning fluorimetry, Tm shift; 0% = protein alone, 100% = glycine-bound protein; Tm shift relative to glycine control, % at 25 µM; hit rate 2.5% among 340,000; AID 1259313;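 active = melting temperature shift of at least 10% of the positive control shift, at one fixed dose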
ATG4B inhibitor: blocks human ATG4B protease cleavage of LC3 substrate | inhibition, % at 8.33 µM | hit rate 0.51% among 340,000 | ATG4B cleavage of LC3-PLA2, NBD-HPC fluorescence, 1 h | Q9Y4P1; in the data active = inhibition above about 40%
Target sequence (Q9Y4P1 whole entry, looked up): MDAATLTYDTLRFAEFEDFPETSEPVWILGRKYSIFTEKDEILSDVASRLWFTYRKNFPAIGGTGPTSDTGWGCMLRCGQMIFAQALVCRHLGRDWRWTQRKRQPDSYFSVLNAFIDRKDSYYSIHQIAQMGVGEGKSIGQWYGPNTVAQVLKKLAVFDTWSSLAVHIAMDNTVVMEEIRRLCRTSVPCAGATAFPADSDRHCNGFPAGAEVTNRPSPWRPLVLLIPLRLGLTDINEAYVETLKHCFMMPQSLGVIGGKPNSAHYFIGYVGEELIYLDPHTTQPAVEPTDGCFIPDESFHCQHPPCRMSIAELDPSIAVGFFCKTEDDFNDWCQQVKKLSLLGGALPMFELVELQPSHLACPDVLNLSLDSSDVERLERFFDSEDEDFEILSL
hIAP activ: increases human intestinal alkaline phosphatase activity; P09923; purified human IAP, CDP-Star luminescence, 30 min; hits give high values; 1 = vehicle-only enzyme, 0 = enzyme-free background; activation factor at 10 µM; hit rate 0.16% among 330,000; AID 2524;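 active = activation factor of the enzyme at least 2-fold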; also: the source names both 10 and 20 µM as test concentration; values of inactives mirror those of a sister screen read the other way
Target sequence (P09923 whole entry, looked up): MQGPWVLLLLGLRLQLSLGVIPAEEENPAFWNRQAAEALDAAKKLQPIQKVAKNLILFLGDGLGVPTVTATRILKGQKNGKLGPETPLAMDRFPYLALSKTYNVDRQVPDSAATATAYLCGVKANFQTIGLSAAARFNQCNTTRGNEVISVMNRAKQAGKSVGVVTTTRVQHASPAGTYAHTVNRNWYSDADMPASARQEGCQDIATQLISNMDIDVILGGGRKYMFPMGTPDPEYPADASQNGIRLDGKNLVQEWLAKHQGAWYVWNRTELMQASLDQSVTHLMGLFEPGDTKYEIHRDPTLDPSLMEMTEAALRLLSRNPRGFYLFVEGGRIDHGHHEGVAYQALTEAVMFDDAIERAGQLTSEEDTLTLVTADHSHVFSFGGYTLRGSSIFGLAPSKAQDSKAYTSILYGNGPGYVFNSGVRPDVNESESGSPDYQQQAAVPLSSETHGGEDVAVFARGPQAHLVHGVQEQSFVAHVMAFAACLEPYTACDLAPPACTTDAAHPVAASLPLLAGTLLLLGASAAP
SENP1 inh: inhibitors of human SENP1 SUMO protease catalytic domain. recombinant SENP1 catalytic domain, CyPet-SUMO1-YPet FRET cleavage. hit rate 0.21% among 360,000. inhibition, % at 10 µM. Q9P0U3;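 active = inhibition at least 30% at 10 µM, raw YFP signal under a set limit, fluorescence ratio 0.5 to 1.5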;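 also: 0% = enzyme with DMSO and 100% = no enzyme wells; some results filed as inactive read as strong as hits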
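material = recombinant human SENP1 catalytic domain, His6-tagged | quantity = 20 pM enzyme | reagent = 25 nM SUMO1 FRET substrate | compound dosing = 10 µM single point, 0.5% DMSO | timing = 50 min enzyme reaction, room temperature, light-protected | detection = FRET, CFP and YFP emission | control set = no-enzyme low, enzyme-DMSO high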
SENP8 inh: blocks human SENP8 cleavage of Nedd8 substrate; Q96LD8; recombinant SENP8, Nedd8 substrate fluorescence; inhibition, % at 20 µM; hit rate 0.64% among 360,000; AID 602440; in the data active = inhibition mostly above about 40%, no sharp cut-off; inactive = mostly below about 27%
* marks the source's active call; other numbers are inactive results; / = not tested or not shown. Not a hit list. About 6.7% of those tested had a hit in this group.

SMILES	PfGluPho inh	SENP6 inh	MPTP block	GRIN3A LBD mod	ATG4B inhibitor	hIAP activ	SENP1 inh	SENP8 inh
O=C(COC(=O)c1ccc(S(=O)(=O)NCc2ccco2)cc1)NCc1ccc(F)cc1	22	-9	-0.1	0	-8	0.91	1	16
COc1c(F)c(F)c(C(=O)Nc2ccccc2N2CCN(C(=O)C(C)C)CC2)c(F)c1F	-15	-46	16	-1	-3	1.1	5	15
COc1ccc(-c2csc(NC(C)c3nc4cc(C(F)(F)F)ccc4n3CCOCCO)n2)cc1 (stereo not drawn)	30	-11	0.4	4	-25	0.83	-2	-17
CN(c1ccc(OCC(=O)OCC(=O)Nc2ccc([N+](=O)[O-])cc2)cc1)S(=O)(=O)c1cccs1	9	/	0.6	5	-17	/	0	14
c1ccc(Nc2nc3ccccc3n3nnnc23)cc1	-1	9	1.0	-1	0	0.95	-104	-55
O=C(N[C@H]1C/C=C\C[C@@H](CC(=O)N(CCO)Cc2ccccc2)C(=O)N2CCC[C@H]2COC1=O)OCC1c2ccccc2-c2ccccc21	-3	-19	-0.7	-1	2	1	1	-9
COc1ccc(N2CC(C(=O)NCc3ccccc3)CC2=O)cc1 (stereo not drawn)	-28	-19	-1.4	2	-5	0.99	0	22
CC(OC(=O)CNC(=O)c1ccc(Br)cc1)C(=O)NC1CCCCC1C (stereo not drawn)	-1	-11	0.0	-1	-10	1	1	8
COc1cccc(CN(C)C(=O)c2cccc(S(=O)(=O)Nc3cccc(C)c3)c2)c1OC	-11	/	-2.6	-3	-20	/	-1	24
O=C(COC(=O)COc1ccc(Br)cc1)Nc1ccc2c(c1)OCCO2	7	-20	0.9	-9	-7	0.97	7	9
CN1CCN(CCOCCOc2ccc(Br)cc2Cl)CC1	-17	15	-0.2	3	-2	0.98	0	6
Cc1c(-c2cccc(Cl)c2)nc2ccccc2c1C(=O)OCC(=O)Nc1ccc2c(c1)OCO2	7	5	8.6	21*	10	1	-4	8
CCOC(=O)Cn1nc(-c2ccccc2)c2cnc3ccc(C)cc3c21	35	0	1.9	4	-6	0.79	-3	-14
CCOc1ccc(OCC)c(NC(=O)C(NS(=O)(=O)c2ccc3c(c2)oc(=O)n3C)C(C)C)c1 (stereo not drawn)	-6	9	-0.5	-15	6	0.93	0	7
CCCOc1ccc(C(F)(F)F)cc1NC(=O)c1cc(C)on1	-7	-10	-0.5	-2	-5	0.89	-3	-7
COc1ccc2ncc(S(=O)(=O)c3ccccc3)c(N3CCC4(CC3)OCCO4)c2c1	1	-15	2.0	0	35	0.88	5	16
Cc1cc(C(=O)C(=O)N(C)C)c(C)n1-c1ccc(Cl)cc1	5	-1	1.9	-3	-9	1	-2	4
Cc1cccc(OCCCn2c(CCNC(=O)C(C)C)nc3ccccc32)c1	9	-12	-4.5	0	-6	1.2	3	26
COc1ccc(NS(=O)(=O)c2cc(C(=O)N(C)CCc3ccccn3)ccc2Cl)cc1	-13	/	-0.5	2	-1	/	0	8
O=C(CSc1nc2ccccc2c(=O)[nH]1)c1ccccc1	12	-10	1.4	-1	-7	0.89	0	13
COc1ccc(OCC(=O)N/N=C2/C=C(C)CC2)cc1	5	2	1.3	-2	-10	0.98	1	6
COc1cccc(-c2cc(C(=O)NN3CCOCC3)c3ccccc3n2)c1	24	15	-1.2	-2	-8	0.95	3	-28
Cc1cc(C(=O)NCCc2ccc(S(N)(=O)=O)cc2)no1	14	1	-1.0	-2	-10	0.89	1	6
CC1CCc2nn(CC(=O)NCCCN3CCCCC3)cc2C1 (stereo not drawn)	4	-12	-1.3	-1	1	0.95	-2	4
COc1ccc(NC(=O)CN(C)C(=O)CC2CCCCC2)cc1	2	4	0.0	0	-5	0.83	0	14
C=CCc1cccc2cc(C(=O)NC3=C(C#N)CCC3)c(=O)oc12	-14	-4	-6.5	0	8	0.88	-22	34
Cc1nn(-c2ccc(N3CCOCC3)nn2)c(C)c1CCC(=O)NCc1ccccc1F	2	-10	-1.1	4	-7	0.92	0	-12
CCOc1ccc(NS(=O)(=O)c2ccc(OC)c(C)c2)cc1	-5	12	-0.8	2	-2	0.91	1	8
COC(=O)c1cc(Oc2ccc(C(=O)OC)cc2N)cc(C(=O)OC)c1	-20	-4	0.2	-1	-1	1	1	19
CCCOc1ccc(C(O)(CCN2CCCCC2)c2ccccc2OC)cc1 (stereo not drawn)	-20	5	-0.4	1	-11	1.1	1	24
COc1ccc(NC(=O)/C=C/c2ccc(S(=O)(=O)N3CCOCC3)cc2)cc1	4	-10	-1.0	-10	-6	0.98	0	-22
Clc1ccc(OCc2nnc(SCCN3CCCCC3)n2Cc2ccco2)cc1	0	11	-1.4	2	-8	1.1	0	16
O=C(COc1cc2oc(=O)c3c(c2cc1Cl)CCC3)Nc1cccnc1	-9	23	-0.6	-5	9	0.87	-4	-71
CCc1cc(=O)oc2cc(C)cc(OCC(=O)NC3CC3)c12	-13	3	-0.5	0	9	1.1	1	-406
CC(=O)c1ccc(N(CC(=O)NC2CCS(=O)(=O)C2)S(=O)(=O)c2ccc(Cl)cc2)cc1 (stereo not drawn)	4	-1	-0.3	1	7	0.79	2	10
Cc1ccc(N(C(=O)CNC(=O)c2ccco2)C(C(=O)NCC2CCCO2)c2ccccc2)cc1 (stereo not drawn)	13	-3	0.9	2	-10	0.97	1	12
Cn1cc(Cl)c(C(=O)Nc2nccs2)n1	-11	-16	0.4	-2	-3	0.92	2	11
O=Cc1ccc(F)c([B-](F)(F)F)c1	-17	/	1.4	1	-2	/	-2	6
CCC(C)CCN1C(Nc2ccccc2)=NC[C@@H]1C (stereo partly drawn)	12	-1	0.0	-1	-1	0.96	0	9
CCOc1ccc(NC(=O)CN(C)C(=O)C(C)Oc2ccc(Cl)cc2)cc1OCC (stereo not drawn)	-3	/	-1.4	-1	-10	/	1	13
O=C(NNS(=O)(=O)c1ccc(Cl)cc1)c1cc(-c2ccccc2)n[nH]1	-33	-5	1.0	-4	-3	1.4	0	11
O=C(Cc1ccc(Cl)cc1)c1c[nH]c(C(=O)NCCCN2CCOCC2)c1	6	-15	0.2	-4	-3	1.1	1	1
Nn1c(SCc2ccc(Br)cc2)nnc1-c1cccnc1	-1	6	0.5	0	-2	0.96	2	30
Cc1cc(N2CCN(c3ccccc3)CC2)nc(-c2ccccc2)n1	6	-9	1.1	0	-4	0.8	1	32
CCCCCC(=O)Nc1ccccc1N1CCN(c2ccccc2)CC1	11	-7	2.6	-3	41*	1.2	-5	10

Record cards (already shown). Order of screens: PfGluPho inh	SENP6 inh	MPTP block	GRIN3A LBD mod	ATG4B inhibitor	hIAP activ	SENP1 inh	SENP8 inh
`Cc1cc(N2CCN(c3ccccc3)CC2)nc(-c2ccccc2)n1` is entered as 6	-9	1.1	0	-4	0.8	1	32
`Cc1ccc(N(C(=O)CNC(=O)c2ccco2)C(C(=O)NCC2CCCO2)c2ccccc2)cc1` (stereo not drawn) is entered as 13	-3	0.9	2	-10	0.97	1	12

Of the compounds above, these have bromine:
SMILES	PfGluPho inh	SENP6 inh	MPTP block	GRIN3A LBD mod	ATG4B inhibitor	hIAP activ	SENP1 inh	SENP8 inh
CC(OC(=O)CNC(=O)c1ccc(Br)cc1)C(=O)NC1CCCCC1C (stereo not drawn)	-1	-11	0.0	-1	-10	1	1	8
O=C(COC(=O)COc1ccc(Br)cc1)Nc1ccc2c(c1)OCCO2	7	-20	0.9	-9	-7	0.97	7	9
CN1CCN(CCOCCOc2ccc(Br)cc2Cl)CC1	-17	15	-0.2	3	-2	0.98	0	6
Nn1c(SCc2ccc(Br)cc2)nnc1-c1cccnc1	-1	6	0.5	0	-2	0.96	2	30

Other compounds follow:
SMILES	PfGluPho inh	SENP6 inh	MPTP block	GRIN3A LBD mod	ATG4B inhibitor	hIAP activ	SENP1 inh	SENP8 inh
CCOCCCNC(=O)c1cc(Sc2ccc(F)cc2)nc2ccccc12	-1	-16	1.0	-19	1	0.96	-1	-24
COc1ccc(N2CC(C(=O)Nc3nnc(SCC(=O)N4CCCC4)s3)CC2=O)cc1 (stereo not drawn)	7	-8	-2.2	-2	-8	1.2	2	-3
CCC(=O)N1CCCc2cc(S(=O)(=O)N3CCN(c4ccccn4)CC3)ccc21	-11	-8	18	0	0	0.95	0	7
COc1ccc2nc(N(CCN(C)C)C(=O)c3ccc4ccccc4c3)sc2c1	-1	3	0.4	-3	4	1.2	1	6
c1ccc(-c2ccc(CN3C[C@@H]4C(c5ccccc5)C5(c6ccccc6)CC4(C5)[C@H]3c3ccccc3)cc2)cc1 (stereo partly drawn)	8	-20	0.6	1	-10	0.93	-2	7
O=C(O)C1=C[C@@H](c2ccc3c(c2)OCO3)C[C@@H](OCCCCO)O1	-15	5	0.7	-3	5	0.8	-1	-134
CCC(=O)Nc1nc2ccccc2n1CCN1CCOCC1	15	0	-2.3	4	-5	1	3	17
c1ccc(Cn2nnc3c(NCCN4CCOCC4)ncnc32)cc1	5	-13	0.8	1	4	1.1	-1	24
O=S(=O)(Nc1nc2ccccc2s1)c1ccc(Cl)nc1	-18	8	15	-4	1	1.1	0	-9
O=C(NCc1cccc(Cl)c1)c1cc(=O)[nH]c2ccccc12	-8	10	1.9	0	-4	0.86	-1	-163
COc1cc(CN(C)c2ncnc3sccc23)ccc1OC(F)F	40	-15	7.2	-1	0	1	-48	-39
COc1ccccc1CNC(=O)C1CCC(CNS(=O)(=O)c2cccs2)CC1 (stereo not drawn)	-4	-2	-0.1	-3	-7	1	2	14
CN1C(=O)/C(=C/C=C2/CCCN2C)N(C)C1=S	-14	7	-0.2	0	5	0.73	-31	9
O=C(COc1ccccc1[N+](=O)[O-])NCC1(N2CCCCC2)CCCCC1	1	11	-0.6	3	-11	1	1	5
CCOC(=O)N1CCC(NC(=O)c2sc3nc4n(c(=O)c3c2C)CCCC4)CC1	4	-15	0.2	-2	-21	0.94	1	4
CC(NCc1cc(Br)ccc1OCC(=O)NCc1ccccc1)c1ccccc1 (stereo not drawn)	13	-2	5.9	-1	-7	0.84	0	13
CN(Cc1ccccc1)S(=O)(=O)c1cccs1	22	5	0.3	-1	7	1	1	-8
CCOC(=O)C1=C(C)N=C2c3ccccc3C(=O)C2C1c1ccc(C)cc1 (stereo not drawn)	-24	18	-5.7	-15	18	0.98	4	38
COc1ccccc1N1CC(C(=O)NCCC2=CCCCC2)CC1=O (stereo not drawn)	13	-1	0.7	-1	-2	0.91	-1	16
CCCOc1ccc(S(=O)(=O)NCCN2CCOCC2)c2ccccc12	20	-10	-0.6	-1	-9	0.91	1	5
O=C(Nc1cc2c(cc1Br)OCCO2)c1cccnc1	-7	-4	-1.7	2	6	0.88	0	4
COc1ccc(N2C(=O)CC(Nc3cccc(C(C)=O)c3)C2=O)cc1OC (stereo not drawn)	-1	-8	-0.9	1	0	0.92	2	-216
CN(C)C(=O)[C@H]1C[C@H]1[C@@H](O)[C@H](CO)NC(=O)[C@H](Cc1ccccc1)NC(=O)OC(C)(C)C	5	-6	-0.6	-4	-6	0.93	1	13
O=c1ccc(Oc2nc(N3CCCCC3)nc(N3CCCCC3)n2)n[nH]1	21	-9	-0.5	-1	-4	0.95	1	5
Cc1nc2c(cc1C(=O)N/N=C/c1ccc(O)c(O)c1)c(=O)n(C)c(=O)n2C	-9	-28	-0.2	0	4	1.1	1	18
COc1ccc(CCNC(=O)CN(C)S(=O)(=O)c2cccs2)cc1	-1	-9	0.3	0	-9	0.92	2	9
O=C(CN1C(=O)NC2(CCc3ccccc32)C1=O)NCc1cccc(C(F)(F)F)c1 (stereo not drawn)	13	-9	0.2	11*	16	1.1	-1	6
OCC1OC(n2cnc3c(NCCc4ccccc4)ncnc32)C(O)C1O (stereo not drawn)	10	6	-0.4	3	-7	0.94	1	-4
Cc1ccc(F)cc1N=Cc1c(O)c2ccccc2oc1=O	-1	-5	-0.1	-2	3	1.2	-4	-85
